# Assay outcomes deposited in PubChem BioAssay by Broad Institute.
# mut p53 react = mutant p53 pathway re-activators, primary screen, cell-based, SW480, luciferase, single point, HTS. SW480 PUMA-promoter luciferase, p53 mutant reactivation. activation, % at 9.98 µM. 28,000 tested, 1.5% active; in the data active = activation above about 52%; inconclusive = no clear call, values can overlap the other calls
# STK33 inh = STK33 kinase inhibitors, primary screen, biochemical, luminescence, ADP-Glo, MBP substrate; Serine/threonine-protein kinase 33 (Homo sapiens), Q9BYT3; inhibition, % at 12.5 µM; 27,000 tested, 0.44% active; in the data active = inhibition above about 20%; inconclusive = no clear call, values can overlap the other calls
# Target sequence (Q9BYT3 whole entry, looked up): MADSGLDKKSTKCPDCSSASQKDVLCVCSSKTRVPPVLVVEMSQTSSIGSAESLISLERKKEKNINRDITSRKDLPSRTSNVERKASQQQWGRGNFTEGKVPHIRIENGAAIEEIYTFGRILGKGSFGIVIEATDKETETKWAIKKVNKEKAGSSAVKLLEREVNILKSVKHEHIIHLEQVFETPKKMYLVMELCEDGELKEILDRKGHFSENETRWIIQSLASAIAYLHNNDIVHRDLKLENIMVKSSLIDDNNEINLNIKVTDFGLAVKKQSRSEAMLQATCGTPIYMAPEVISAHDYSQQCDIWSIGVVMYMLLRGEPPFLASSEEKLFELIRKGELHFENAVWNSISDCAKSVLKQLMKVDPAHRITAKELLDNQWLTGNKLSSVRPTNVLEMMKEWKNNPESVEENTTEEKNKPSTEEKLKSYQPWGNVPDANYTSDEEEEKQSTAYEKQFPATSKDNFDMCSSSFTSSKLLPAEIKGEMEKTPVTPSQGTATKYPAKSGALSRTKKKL
# Numbers without * were called inactive; ? = inconclusive; . = not tested or not shown.
SMILES,mut p53 react,STK33 inh
C[C@H](CO)N1C[C@H](C)[C@@H](CN(C)C(=O)Cc2ccccn2)Oc2cc(C#Cc3ccccc3)ccc2S1(=O)=O,-14.5,.
CCC(Sc1nnnn1-c1ccccc1)C(=O)Nc1ccccc1OC (configuration not stated),5.6,1.7
COc1ccc2c(c1)C(C)CC(C)(C)N2C(=O)CSc1nnc(C)s1 (configuration not stated),2.0,-0.5
C[C@H](CO)N1C[C@H](C)[C@@H](CN(C)CC2CCOCC2)Oc2cc(-c3cccnc3)ccc2S1(=O)=O,-3.8,.
C[C@@H]1CN([C@H](C)CO)C(=O)c2cc(NC(=O)Nc3ccc(C(F)(F)F)cc3)ccc2O[C@@H](C)CCCCO[C@H]1CN(C)C,-20.2,.
Cc1ccc(-c2nn3c(C)nnc3c3ccccc23)cc1S(=O)(=O)NCc1ccco1,20.8,-1.4
CC1CC(O)CC(C)(C)C1(O)/C=C/C(CO)O[C@@H]1O[C@H](CO)[C@@H](O)[C@H](O)[C@H]1O (some centres not stated),2.7,-3.8
COc1ccc(C(=O)NCc2n[nH]c(=S)n2C)cc1OC,-4.8,-1.6
CCOc1ccc(-n2c(SCC(=O)OC)nnc2-c2ccccc2)cc1,10.9,-0.6
C[C@@H]1CCCCO[C@H](CN(C)C(=O)CCC(F)(F)F)[C@H](C)CN([C@@H](C)CO)C(=O)c2cc(NS(=O)(=O)c3cccs3)ccc2O1,-13.4,.
C[C@@H]1CN([C@@H](C)CO)S(=O)(=O)c2ccc(/C=C/c3ccccc3)cc2O[C@@H]1CN(C)C(=O)Nc1cc(F)ccc1F,-25.7,.
Cn1c(SCC(=O)Nc2c(F)cc(F)cc2Br)nnc1-c1ccco1,8.3,0.3
C[C@@H]1CN([C@H](C)CO)C(=O)c2cc(NC(=O)Nc3ccccc3)ccc2O[C@@H](C)CCCCO[C@H]1CN(C)S(=O)(=O)c1ccccc1,-25.0,.
CC(C)NC(=O)N(C)C[C@H]1Oc2ccc(NC(=O)Cc3cn(C)c4ccccc34)cc2CC(=O)N([C@H](C)CO)C[C@H]1C,.,-4.9
C[C@@H]1CN([C@H](C)CO)C(=O)CCCn2nncc2CO[C@H]1CN(C)C(=O)Nc1ccc(C(C)(C)C)cc1,9.5,-4.6
O=C(Cn1cnc2ccccc2c1=O)Nc1ccc(Oc2ccccc2)cc1,-24.3,-2.1
C[C@H](CO)N1C[C@H](C)[C@H](CN(C)C(=O)NC2CCCCC2)Oc2ccc(NC(=O)Nc3ccc4c(c3)OCO4)cc2C1=O,-11.0,-0.1
Cc1cc(=O)oc2cc(OC(C)C(=O)Nc3sc4c(c3C(N)=O)CCCC4)ccc12 (configuration not stated),-2.0,6.3
COc1ccc(NC(=O)Nc2ccc3c(c2)C(=O)N([C@H](C)CO)C[C@H](C)[C@@H](CN(C)S(=O)(=O)c2cn(C)cn2)O3)cc1,7.4,.
C[C@@H]1CN([C@@H](C)CO)C(=O)CCCn2nncc2CO[C@H]1CN(C)C(=O)CCCN(C)C,.,4.1
CCCCC/C=C\C/C=C\CCCCCCCC(=O)OC(CO)CO,.,-5.7
Cc1nnc(Nc2ccc(OCC(=O)N3CCN(c4ccccc4)CC3)cc2)c2ccccc12,-43.4,-0.4
C[C@@H]1CN([C@@H](C)CO)C(=O)Cc2cc(NC(=O)CCC(F)(F)F)ccc2O[C@@H]1CN(C)Cc1ccc(C(F)(F)F)cc1,.,-1.4
COc1ccc(S(=O)(=O)N(C)C[C@@H]2Oc3c(NC(=O)Nc4c(C)noc4C)cccc3C(=O)N([C@@H](C)CO)C[C@@H]2C)cc1,10.6,.

# Filtered by structure: the entries above with a thiophene ring, fused or not
SMILES,mut p53 react,STK33 inh
C[C@@H]1CCCCO[C@H](CN(C)C(=O)CCC(F)(F)F)[C@H](C)CN([C@@H](C)CO)C(=O)c2cc(NS(=O)(=O)c3cccs3)ccc2O1,-13.4,.
Cc1cc(=O)oc2cc(OC(C)C(=O)Nc3sc4c(c3C(N)=O)CCCC4)ccc12 (configuration not stated),-2.0,6.3

# Later entries
SMILES,mut p53 react,STK33 inh
COc1ccc(CN(C)C[C@@H]2Oc3ccc(NC(=O)Nc4ccc(OC)cc4)cc3CC(=O)N([C@H](C)CO)C[C@H]2C)cc1,9.8,-2.6
CNC[C@@H]1Oc2ccc(NC(=O)Nc3ccc(F)cc3)cc2C(=O)N([C@H](C)CO)C[C@@H]1C,12.9,.
Cc1cc(Cl)ccc1OC(C)C(=O)Nc1cc(C(=O)O)cc(C(=O)O)c1 (configuration not stated),1.1,-4.7
C[C@H](CO)N1C[C@H](C)[C@H](CN(C)C(=O)Nc2ccccc2)OCCCC[C@H](C)Oc2ccc(N(C)C)cc2C1=O,-5.1,.
Cc1noc(C)c1NC(=O)N(C)C[C@@H]1OCCCC[C@H](C)Oc2ccc(NS(=O)(=O)c3cccs3)cc2C(=O)N([C@@H](C)CO)C[C@@H]1C,-2.3,.
O=C(CCCN1C(=O)c2ccccc2C1=O)Nc1ccc(Cl)c(C(F)(F)F)c1,-12.9,-1.4
COc1ccc(NC(=O)Nc2ccc3c(c2)CC(=O)N([C@H](C)CO)C[C@H](C)[C@H](CN(C)C(=O)Nc2cccc4ccccc24)O3)cc1,.,0.6
COCC#Cc1ccc2c(c1)O[C@H](CN(C)C(=O)NC(C)C)[C@@H](C)CN([C@@H](C)CO)S2(=O)=O,6.5,.
C[C@H](CO)N1C[C@H](C)[C@H](CN(C)C(=O)Nc2cccc3ccccc23)Oc2ccc(NC(=O)Nc3ccccc3)cc2CC1=O,-10.1,-5.6
C[C@H]1CN([C@@H](C)CO)S(=O)(=O)c2ccc(C#CC3CCCC3)cc2O[C@@H]1CN(C)Cc1cncnc1,-19.2,.
CNC[C@H]1Oc2ncc(Br)cc2C(=O)N([C@@H](C)CO)C[C@H]1C,10.9,.
C[C@@H]1CN([C@H](C)CO)C(=O)c2cc(NC(=O)NC3CCCCC3)ccc2O[C@H]1CN(C)C,7.0,.
Brc1ccc2noc(-c3ccccc3)c2c1,-1.1,.
C[C@@H]1CN([C@@H](C)CO)C(=O)CCCn2nncc2CO[C@H]1CN(C)C(=O)c1ccccc1,5.4,14.4
CCOc1cc(S(=O)(=O)NCCN2CCOCC2)c(C)cc1C,14.7,-2.5
C[C@@H]1CCCCO[C@@H](CN(C)C(=O)CCC(F)(F)F)[C@H](C)CN([C@@H](C)CO)C(=O)c2cc(NC(=O)c3ccncc3)ccc2O1,-7.5,.
C[C@@H]1CN([C@H](C)CO)C(=O)c2cc(NC(=O)Nc3cccc4ccccc34)ccc2O[C@@H]1CN(C)C(=O)Nc1ccc2c(c1)OCO2,4.0,.
C[C@H](CO)N1C[C@H](C)[C@H](CN(C)Cc2cccc(C(F)(F)F)c2)Oc2ncccc2C1=O,0.5,.
Cc1cccc(NC(=O)CCS(=O)(=O)c2ccccc2)c1,19.4,3.7
Cc1ccc(-c2nc(-c3ccc(Cl)cc3)cs2)cc1F,.,0.7
C[C@@H]1CN([C@H](C)CO)C(=O)Cc2cc(NC(=O)Nc3ccc(C(F)(F)F)cc3)ccc2O[C@@H]1CN(C)C(=O)Nc1ccc2c(c1)OCO2,.,-3.5
C[C@H]1CN([C@@H](C)CO)C(=O)Cc2cc(NC(=O)C3CC3)ccc2O[C@@H]1CN(C)Cc1ccc(C(F)(F)F)cc1,3.9,1.3
C[C@@H]1CN([C@@H](C)CO)C(=O)c2cc(NS(=O)(=O)c3ccc(F)cc3)ccc2O[C@H]1CN(C)C(=O)NC1CCCCC1,.,-2.5
C[C@H](CO)N1C[C@H](C)[C@H](CN(C)Cc2ccc(Oc3ccccc3)cc2)OCc2cnnn2CCCC1=O,1.0,-1.5
Cc1ccc(S(=O)(=O)N(C)Cc2nc(-c3ccc([N+](=O)[O-])cc3)no2)cc1,-4.4,0.1
Cc1ccc(N(C(C)C(=O)O)S(C)(=O)=O)cc1 (configuration not stated),-4.9,-0.4
CC(=O)Nc1cccc(NC(=O)c2cc(-c3cccnc3)nc3ccc(Cl)cc23)c1,10.9,0.2
C[C@H]1CN([C@@H](C)CO)C(=O)c2cc(NC(=O)Nc3ccc(F)cc3)ccc2O[C@@H]1CN(C)Cc1ccc(Oc2ccccc2)cc1,.,-7.7
CC1=C(C(=O)c2ccccc2)C(NC(=O)c2ccncc2)(C(F)(F)F)C(=O)N1Cc1ccccc1 (configuration not stated),10.1,-3.6
C[C@@H]1CN([C@H](C)CO)C(=O)Cc2cc(NS(=O)(=O)c3ccccc3)ccc2O[C@@H]1CN(C)Cc1ccc(-c2ccccc2)cc1,.,14.9
CCN(CC(=O)Nc1ccc2c(c1)OCCO2)S(=O)(=O)c1ccc(Cl)cc1,-2.5,0.9
COc1ccc(NC(=O)Nc2ccc3c(c2)CC(=O)N([C@H](C)CO)C[C@H](C)[C@H](CN(C)Cc2ccc(Oc4ccccc4)cc2)O3)cc1,-5.5,5.0
C[C@H]1CN([C@@H](C)CO)C(=O)Cc2cc(NS(=O)(=O)c3cn(C)cn3)ccc2O[C@H]1CN(C)Cc1ccc(-c2ccccc2)cc1,.,0.8
COc1ccc(OC)c(N(CC(=O)Nc2c(F)cccc2F)S(C)(=O)=O)c1,-10.3,-3.1
CC(C)CC(NC(=O)c1ccco1)C(=O)Nc1ccc2c(c1)OCCO2 (configuration not stated),.,-3.0
COc1ccc([N+](=O)[O-])cc1NC(=O)C(C)Oc1ccccc1C (configuration not stated),4.6,0.6

# Structures shown so far with a COOH group, in the order listed:
SMILES,mut p53 react,STK33 inh
Cc1cc(Cl)ccc1OC(C)C(=O)Nc1cc(C(=O)O)cc(C(=O)O)c1 (configuration not stated),1.1,-4.7
Cc1ccc(N(C(C)C(=O)O)S(C)(=O)=O)cc1 (configuration not stated),-4.9,-0.4

# Following part.
SMILES,mut p53 react,STK33 inh
CCC(=O)Nc1cccc(NC(=O)COc2ccc(Br)cc2)c1,31.4,1.1
CCn1c(SCC(=O)c2ccc(OC)cc2)nnc1-c1ccccc1F,-0.3,-0.5
Cc1ccc(S(=O)(=O)N(C)C[C@H]2Oc3ccc(NC(=O)Cc4ccccc4)cc3C(=O)N([C@@H](C)CO)C[C@@H]2C)cc1,.,-2.5
C[C@H](CO)N1C[C@H](C)[C@H](CN(C)Cc2ccc(Cl)c(Cl)c2)Oc2ccc(NS(=O)(=O)c3ccc(Cl)cc3)cc2C1=O,.,3.0
COc1cc(CC(CO)C(CO)Cc2cc(OC)c(O)c(-c3cc(CC(CO)C(CO)Cc4ccc(O)c(OC)c4)cc(OC)c3O)c2)ccc1O (configuration not stated),8.0,-10.2
C[C@H](CO)N1C[C@H](C)[C@@H](CN(C)Cc2ccc(C(=O)O)cc2)Oc2ccc(NC(=O)Nc3ccc4c(c3)OCO4)cc2C1=O,6.6,.
Cc1c(C(=O)Nc2ccccc2)sc2ncn(CC(=O)Nc3ccccc3C(F)(F)F)c(=O)c12,-5.1,-2.1
COc1ccccc1Nc1nc(N)nc(CSCCO)n1,-2.6,-3.2
COc1cc(Cl)c(C(Nc2ccccn2)c2cc(Cl)c3cccnc3c2O)cc1OC (configuration not stated),-24.0,4.3
C[C@H](CO)N1C[C@H](C)[C@@H](CN(C)C)OCCCC[C@H](C)Oc2ccc(NS(=O)(=O)c3cn(C)cn3)cc2C1=O,-6.5,.
Cc1ccccc1-c1nc2cc(NC(=O)COc3ccc(Cl)cc3)ccc2o1,71.4*,-3.8
COc1ccc(S(=O)(=O)Nc2ccc3c(c2)C(=O)N([C@@H](C)CO)C[C@H](C)[C@H](CN(C)C)O3)cc1,.,1.9
Cc1ccc(S(=O)(=O)N(C)C[C@H]2Oc3ccc(NC(=O)CCC(F)(F)F)cc3C(=O)N([C@@H](C)CO)C[C@@H]2C)cc1,.,0.8
COc1ccc(S(=O)(=O)Nc2ccc3c(c2)C(=O)N([C@H](C)CO)C[C@H](C)[C@H](CN(C)S(=O)(=O)c2cccs2)O3)cc1,1.3,.
O=C(COc1ccc(Br)cc1CO)Nc1ccc(F)cc1,?,-2.3
Cc1ccc(C(=O)CC(C(=O)c2ccc(C(F)(F)F)cc2)c2cccs2)cc1 (configuration not stated),2.5,.
C[C@@H]1CN([C@@H](C)CO)C(=O)c2cccc(NS(=O)(=O)c3cn(C)cn3)c2O[C@H]1CN(C)C(=O)NC1CCCCC1,10.7,.
C[C@@H]1CN([C@H](C)CO)C(=O)Cc2cc(NC(=O)Cc3ccccc3)ccc2O[C@H]1CN(C)C(=O)Nc1ccccc1,-9.7,-1.5
C[C@@H]1CN([C@@H](C)CO)C(=O)c2cc(NC(=O)c3ccncc3)ccc2O[C@@H]1CN(C)C(=O)Nc1ccc2c(c1)OCO2,4.1,.
O=C(Cn1cnc([N+](=O)[O-])n1)Nc1cccc2ccccc12,-3.8,1.2
Cc1ccc(S(=O)(=O)Nc2ccc3c(c2)C(=O)N([C@H](C)CO)C[C@H](C)[C@@H](CN(C)Cc2ccc(Cl)c(Cl)c2)OCCCC[C@@H](C)O3)cc1,-1.5,5.5
C[C@@H]1CN([C@H](C)CO)C(=O)Cc2cc(NC(=O)CCC(F)(F)F)ccc2O[C@H]1CN(C)C,1.1,0.0
COc1ccc(NC(=O)COc2ccc(Br)cc2Cl)c([N+](=O)[O-])c1,26.3,0.4
COc1ccc(Br)cc1C1CC(=O)C(C)C(c2cc(Br)ccc2OC)N1 (configuration not stated),-3.3,.
C[C@H]1CN([C@@H](C)CO)C(=O)Cc2cc(NC(=O)Cn3cnnn3)ccc2O[C@H]1CN(C)Cc1ccc(Oc2ccccc2)cc1,.,1.7
C[C@@H]1CN([C@H](C)CO)C(=O)c2cc(NS(=O)(=O)c3cn(C)cn3)ccc2O[C@H]1CN(C)Cc1ccc(Cl)c(Cl)c1,.,1.9

# Quoted from the listing.
# mut p53 react result of COc1ccc(NC(=O)COc2ccc(Br)cc2Cl)c([N+](=O)[O-])c1 : 26.3
# mut p53 react result of Cc1ccc(C(=O)CC(C(=O)c2ccc(C(F)(F)F)cc2)c2cccs2)cc1 (configuration not stated) : 2.5
# mut p53 react result of COc1ccc(Br)cc1C1CC(=O)C(C)C(c2cc(Br)ccc2OC)N1 (configuration not stated) : -3.3
# mut p53 react result of O=C(Cn1cnc([N+](=O)[O-])n1)Nc1cccc2ccccc12 : -3.8

# Only part of the results is shown, so the mix of outcomes need not match the whole.
